NOD2 inhibition: inhibition of NOD2-driven NF-kB reporter – cell-based, luminescence, uHTS, HEK293 (AID 1566); HEK293 NOD2/NF-kB luciferase reporter, luminescence; higher % means a stronger effect; inhibition, % at 4 µM, or EC50 in µM where a hit was titrated; hit rate 0.63% among 290,000; further: many of its hits are not listed in these tables
Hep lipid drop: hepatic lipid droplet formation modulation; AML12 mouse hepatocytes, oleate lipid droplets, BODIPY imaging; AID 1656; inhibition, % at 6.5 µM; hit rate 0.4% among 240,000;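 active means lipid droplet intensity inhibited by at least 50%, with more than 500 cells counted; inconclusive means wells with under 300 cells, treated as cytotoxic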
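System: AML12 hepatocytes (mouse). Probe or stimulus: oleic acid at 100 µM to induce lipid droplet formation. Times: overnight treatment with compound plus oleate. Detection: Image-based BODIPY and DAPI two-channel analysis. Evaluation: percent inhibition of filter-corrected integrated lipid droplet intensity per well.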
XIAP antagonists: small molecules displacing peptide from XIAP – biochemical, IAP family, fluorescence polarization (AID 1018) | XIAP BIR domain, fluorescence polarization peptide displacement; higher % means a stronger effect | one-dose displacement, % at 20 µM; IC50 in µM for titrated hits | hit rate 0.007% among 200,000; in the data active means displacement above about 50%; further: a part of the inactive calls stands beside numbers as strong as those of hits
SIAH1 antagonists: blockers of Siah-1 interaction with plectin peptide – biochemical, fluorescence polarization, rhodamine-plectin, uHTS, primary screen (AID 1817) | Siah-1 / rhodamine-plectin peptide fluorescence polarization; higher % means a stronger effect | displacement, % at 20 µM, or IC50 in µM where a hit was titrated | hit rate 0.02% among 290,000;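 active means displacement of at least 50% at 20 µM, with a fluorescence ratio check between 0.3 and a set limit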;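 further: plate controls were Siah plus tracer with DMSO for no effect and tracer alone without Siah for full effect; strong numbers were not always called active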
HIV fusion peptide: inhibitors of HIV fusion peptide binding, primary screen, biochemical, uHTS, fluorescence dequenching (AID 1986); cell-free peptide binding, fluorescence dequenching, 30 min; higher % means a stronger effect; hit rate 0.3% among 290,000; inhibition, % at 20 µM; hits with a dose series show IC50 in µM; in the data active means inhibition mostly above about 52%, no sharp cut-off; inactive means mostly below about 76%; further: some results filed as inactive read as strong as hits
NS5 inhibitors: flavivirus cap methylation enzyme inhibition – biochemical, confirmation dose response, primary screen (AID 588689) | Dengue-2 NS5 methyltransferase capping enzyme assay, biochemical; higher % means a stronger effect | inhibition, % at 25 µM; hits with a dose series show IC50 in µM | hit rate 0.3% among 340,000; in the data active means a potency from the dose series; inconclusive means inhibition above about 29% without an active follow-up result
AID2073: inhibitors of Mint1-CaV2.2 protein interaction, biochemical, HTRF (AID 2073). HTRF protein-protein interaction, Mint1-CaV2.2; higher % means a stronger effect. one-dose inhibition, % at 20 µM; IC50 in µM for titrated hits. hit rate 0.19% among 290,000; in the data active means inhibition mostly above about 51%, no sharp cut-off; inconclusive means no clear call, values can overlap the other calls; inactive means mostly below about 53%; further: some results filed as inactive read as strong as hits
LYP phosphatase: PTPN22 lymphoid phosphatase activity blockers – biochemical, fluorescence intensity, uHTS (AID 1779) | hit rate 0.054% among 290,000 | one-dose inhibition, % at 11.5 µM; IC50 in µM for titrated hits | recombinant LYP phosphatase, fluorescence intensity; higher % means a stronger effect;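 further: plate controls were vehicle with enzyme for no effect and no enzyme for full effect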
Myeloid diff MLP: myeloid differentiation induction | ER-HoxA9 myeloid progenitors, lysozyme-GFP differentiation, flow cytometry | calls only at 10 µM | hit rate 1% among 360,000 | AID 624256;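 active means normalized GFP-positive differentiation at or above the plate's own cutoff, the solvent-only control mean plus 3 SD; inconclusive means no clear call, values can overlap the other calls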;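 further: cells exposed to compound for four days before flow analysis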
Hep lipid drop cells 6.5 µM: also measured in Hep lipid drop; calls as there; cell count; measured here: cell count, cytotoxicity flag;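 cells counted across two imaged fields per well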
Myeloid diff MLP GFP+ MAC1+ %: also measured in Myeloid diff MLP; calls as there; GFP+ MAC1+ double positive, %; measured here: differentiation confirmed by MAC1 staining
* hit, by the source's call; i = inactive; ? = inconclusive; · = no result given; + = active, no number. Unless noted, no stated cut-off is given here; in the data, active means inhibition above about 50%; inactive means the rest. These rows are one share of the data (hit frequency here may not be typical).

SMILES	NOD2 inhibition	Hep lipid drop	Hep lipid drop cells 6.5 µM	XIAP antagonists	SIAH1 antagonists	HIV fusion peptide	NS5 inhibitors	AID2073	LYP phosphatase	Myeloid diff MLP	Myeloid diff MLP GFP+ MAC1+ %
CCCn1c(Sc2nc3c(c(=O)[nH]c(=O)n3C)n2CCC)nc2c1c(=O)[nH]c(=O)n2C	17%	·	·	-6.9%	6%	-1.0%	-2%	6%	-11%	i	0.2
CCCC1OC2CC3C4CCC5=CC(=O)C=CC5(C)C4C(O)CC3(C)C2(C(=O)O)O1 (configuration not stated)	31%	7	803	·	12%	-1.0%	-6%	-6%	-8%	i	2.8
O=C(NCc1ccco1)C1CCN(S(=O)(=O)N2CCOCC2)CC1	3%	·	·	-5.3%	2%	-0.5%	-4%	-6%	2%	i	6.5
O=C(CSc1nc2ccccc2s1)N1CCOCC1	-34%	16	729	-7.5%	-1%	0.7%	-1%	1%	4%	i	6.1
Cc1ccc(S(=O)(=O)N2CCC(C(=O)NC3CCCC3)CC2)cc1Cl	-3%	-4	724	·	1%	-0.7%	10%	1%	-9%	i	1.1
CCC(C)c1ccccc1NC(=O)c1cc2cccc([N+](=O)[O-])c2[nH]1 (configuration not stated)	-22%	-12	626	·	-3%	0.7%	·	5%	-4%	i	0.8
O=C(CSc1nnc(CNC(=O)c2ccccc2F)o1)Nc1ccc2c(c1)OCCO2	6%	-6	772	-2.0%	-7%	-2.4%	8%	16%	-8%	i	1.7
CC/C(C)=N/Nc1ccc(S(=O)(=O)N2CCCC2)cc1[N+](=O)[O-]	2%	13	651	-7.5%	0%	-2.6%	0%	-2%	0%	+	7.7*
CC(Cc1c[nH]c2ccccc12)NC(=O)OCCCl (configuration not stated)	5%	-9	651	-13%	1%	2.8%	-2%	5%	1%	+	13*
Cc1ccc(S(=O)(=O)Nc2ccc(C(N)=O)cc2)cc1[N+](=O)[O-]	5%	-9	652	-8.7%	-4%	0.5%	·	-6%	-5%	i	0.1
COC(=O)c1ccc([C@@H](O)[C@H](C)C(=O)CC(=O)OC(C)(C)C)cc1	-6%	0	871	·	0%	-2.2%	-8%	6%	-13%	i	0.1
CCN(c1ccc(N=Cc2c(O)n(Cc3ccc(OC)cc3)c(=O)c3ccccc23)cc1)C(C)C	-7%	29	682	39%	19%	145%	?	?	8%	+	9.0*
Cc1ccc(N(CC(=O)O)S(=O)(=O)c2cccc3nonc23)cc1	6%	·	·	-7.5%	-1%	95%	·	-10%	-6%	i	1.1
CC1CCCCC1NC(=O)CCn1ccc2cc(S(=O)(=O)N3CCCC3)ccc21 (configuration not stated)	13%	2	740	·	4%	0.0%	-3%	0%	-2%	i	1.3
Cc1nc2ccc(NC(=O)Cn3cnc4c3c(=O)n(C)c(=O)n4C)cc2s1	1%	·	·	-4.3%	2%	6.6%	·	-7%	3%	·	·
CC1CCN(Cc2c(C(=O)N/N=C/c3cccc(Cl)c3)nnn2-c2nonc2N)CC1	1%	2	727	·	10%	-1.3%	-1%	-8%	-5%	i	0.0
COc1c2c(nc3occc13)C(CCC(C)(C)O)(OC)C(O)CC2 (configuration not stated)	1%	·	·	0.1%	-3%	-3.0%	2%	6%	-8%	i	1.6
O=C(Nc1cccc(C(F)(F)F)c1)c1ccco1	-8%	-15	699	-5.0%	-1%	-2.3%	-1%	2%	1%	i	1.7
COc1ccc(O)c(C(=O)c2cnc3nc4ccccc4n3c2)c1	-1%	30	688	-4.9%	2%	28%	-8%	13%	-3%	i	1.0
C[C@@H]1C[C@H]2[C@@H]3CCC4=CC(=O)C=C[C@]4(C)[C@@]3(F)[C@@H](O)C[C@]2(C)[C@@]1(O)C(=O)COP(=O)(O)O	7%	1	712	-3.2%	-2%	5.0%	-5%	17%	0%	i	3.3

Some of the entries so far, with bars between the fields.
SMILES | NOD2 inhibition | Hep lipid drop | Hep lipid drop cells 6.5 µM | XIAP antagonists | SIAH1 antagonists | HIV fusion peptide | NS5 inhibitors | AID2073 | LYP phosphatase | Myeloid diff MLP | Myeloid diff MLP GFP+ MAC1+ %
O=C(Nc1cccc(C(F)(F)F)c1)c1ccco1 | -8% | -15 | 699 | -5.0% | -1% | -2.3% | -1% | 2% | 1% | i | 1.7
CC1CCCCC1NC(=O)CCn1ccc2cc(S(=O)(=O)N3CCCC3)ccc21 (configuration not stated) | 13% | 2 | 740 | · | 4% | 0.0% | -3% | 0% | -2% | i | 1.3
Cc1nc2ccc(NC(=O)Cn3cnc4c3c(=O)n(C)c(=O)n4C)cc2s1 | 1% | · | · | -4.3% | 2% | 6.6% | · | -7% | 3% | · | ·

Later entries:
SMILES	NOD2 inhibition	Hep lipid drop	Hep lipid drop cells 6.5 µM	XIAP antagonists	SIAH1 antagonists	HIV fusion peptide	NS5 inhibitors	AID2073	LYP phosphatase	Myeloid diff MLP	Myeloid diff MLP GFP+ MAC1+ %
C(=C\c1ccccc1)/CN1CCN(c2ncnc3c2oc2ccccc23)CC1	42%	·	·	-3.6%	2%	-1.6%	-10%	7%	0%	i	3.3
CN(C)C(=O)c1cc2cc(Br)ccc2s1	0%	-10	673	-6.1%	-4%	0.0%	-1%	9%	-8%	i	0.3
COC(=O)CSc1ncccc1-c1nc2ccccc2[nH]1	-12%	-5	702	-3.2%	2%	-2.1%	-7%	0%	3%	i	13
Cc1cc(=O)c2cc(C(=O)c3ccccc3)ccc2[nH]1	8%	8	432	·	6%	-1.4%	3%	16%	-4%	i	0.4
Cc1ccc(-c2nn(-c3ccccc3)cc2CNCc2ccccc2)cc1	0%	-4	645	-5.6%	6%	1.4%	·	5%	-5%	i	0.1
COc1cccc(OCCNC(=O)CSc2ccc(C(F)(F)F)cc2[N+](=O)[O-])c1	7%	-17	667	-8.3%	2%	5.4%	1%	0%	1%	i	0.3
CCOCCCNC(=O)c1ccc(N2CCOCC2)c(NS(=O)(=O)c2ccc(OC)cc2)c1	0%	-15	725	-2.1%	-7%	-1.1%	-5%	9%	-7%	i	0.1
COc1ccccc1C1CCN(Cc2ccc(Cl)cc2Cl)CC1	-43%	·	·	·	3%	0.2%	2%	10%	-4%	i	0.7
CCn1cc(C(=O)NCCc2ccc(Cl)cc2)c(=O)c2cc(S(=O)(=O)N(C)C)ccc21	12%	0	810	·	2%	0.8%	-7%	11%	-1%	i	0.8
CCN(c1ccccc1)S(=O)(=O)c1ccc(NC(=O)C(C)(C)C)cc1	-1%	-1	768	-5.1%	3%	-0.8%	3%	-6%	-7%	i	0.4
O=C(Oc1ccccc1)c1ccc(COC(=O)c2cnccn2)cc1	4%	0	774	-2.3%	1%	1.1%	2%	32%	0%	i	0.5
O=C(Cc1ccc(-c2ccccc2)cc1)NCc1cccnc1	-53%	9	574	1.3%	-2%	0.3%	2%	4%	-3%	?	·
O=C(CNC(=O)c1ccccc1Br)N/N=C/c1ccco1	-20%	0	793	·	1%	0.6%	-3%	11%	-2%	i	0.4
CC(=O)c1ccc(OCC(O)CN2C(C)(C)CC(O)CC2(C)C)cc1 (configuration not stated)	13%	·	·	-4.7%	1%	0.8%	-2%	-3%	-10%	?	·
Cc1cc(N2C(=O)C3CC=CCC3C2=O)no1 (configuration not stated)	7%	-4	659	-11%	1%	0.2%	-3%	11%	-3%	i	0.6
COC(=O)CCCC(=O)Nc1ccc(Br)cc1	-5%	-5	694	-16%	5%	2.7%	-2%	0%	-2%	i	0.3
COc1ccc(C(=O)Nn2c(C3CCC3)nc3ccccc3c2=O)c(OC)c1	20%	0	783	-6.5%	-4%	-1.5%	-4%	1%	-4%	i	0.6
CCOC(=O)C1=C(c2ccccc2)NC(=S)NC1c1cc([N+](=O)[O-])ccc1OC (configuration not stated)	-4%	·	·	-6.1%	4%	-4.2%	-12%	-17%	-2%	i	0.2
O=C(COc1cccnc1[N+](=O)[O-])c1c[nH]c2ccccc12	14%	-17	745	·	-2%	0.8%	6%	12%	-7%	i	0.4
O=C(NCCO)c1cc2cc(Cl)cc(Cl)c2oc1=O	9%	5	703	-4.2%	0%	1.9%	-3%	18%	-11%	i	0.2
Cc1ccc(NC(=O)C2CCCN(S(=O)(=O)c3ccc4[nH]c(=O)ccc4c3)C2)c(C)c1 (configuration not stated)	13%	-10	798	·	-4%	-0.7%	-1%	-8%	-7%	i	1.1
CCn1nc(C)c(/C=C/C(=O)Nc2ccc(C)cc2C)c1C	16%	4	728	0.6%	3%	-0.6%	-3%	-12%	-1%	i	0.7
COc1cccc2cc(C(=O)N3CCN(C(=O)c4ccco4)CC3)c(=O)oc12	2%	16	696	0.3%	3%	-1.8%	3%	13%	-2%	i	6.7
O=C(Nc1nc2ccccc2c(=O)s1)c1ccc(F)cc1Cl	10%	-3	793	·	18%	4.0%	-13%	7%	-9%	i	0.8
O=C(O)c1ccccc1C(=O)NNc1ccc(F)cc1F	-39%	-4	657	-3.1%	3%	-3.3%	0%	-5%	0%	i	0.3
Cc1ccccc1C1=Nn2c(nnc2-c2ccco2)SC1	17%	2	671	·	14%	-0.7%	-2%	-12%	-9%	i	0.2
CCCOc1ccc(C(=O)Nc2ccc3c(c2)OCO3)cc1	-116%	-67	652	·	-6%	-1.7%	1%	8%	-7%	i	1.3
Cc1cc(-c2ccccc2)n2nc(C)c(C#N)c2n1	14%	10	769	-5.6%	-4%	-1.4%	-1%	27%	-6%	i	0.2
O=C(Cn1nc(C(F)F)cc1C(F)F)N/N=C/c1ccc2c(c1)OCO2	8%	·	·	-0.8%	0%	-1.1%	2%	-5%	3%	i	0.6
COc1ccc(C)cc1S(=O)(=O)NC(C)C(=O)Nc1ccc2c(c1)OCO2 (configuration not stated)	-1%	29	794	·	0%	-1.3%	-12%	-6%	-4%	i	3.5
COC(=O)CSc1nc2cc(C)ccc2cc1C#N	-146%	·	·	2.7%	2%	-0.1%	8%	8%	4%	i	0.1
COc1cc(SC)ccc1C(=O)NCc1ccccc1	-14%	13	680	-4.7%	2%	-1.0%	-3%	6%	-7%	i	0.5
O=C(c1cccc(Cl)c1)N1CCC(c2nc3ccccc3[nH]2)CC1	6%	-8	735	-3.7%	0%	0.8%	2%	12%	-5%	i	0.1
CN(Cc1ccc(-n2cccn2)cc1)Cc1cn(C)nc1-c1ccccc1F	18%	4	727	0.3%	11%	-0.8%	-10%	6%	-4%	i	0.9
CCC(NC(=O)CCc1ccccc1)c1ccccc1 (configuration not stated)	-2%	-4	683	-3.4%	-1%	-0.3%	3%	-1%	0%	i	0.1
O=C(NCc1ccc(OC(F)(F)F)cc1)C1CC2Cn3c(nc4ccccc43)C2N1Cc1ccccc1 (configuration not stated)	2%	4	718	·	-1%	1.1%	-2%	-5%	-5%	i	1.8
COc1ccc(/C=N\NC(=O)C2=NNC(=O)C2C)cc1 (configuration not stated)	-83%	·	·	-4.2%	1%	-1.7%	-10%	6%	5%	i	1.4
